CXXC DNA block – qHTS Fluorescence Polarization Assay for Inhibitors of MLL CXXC domain - DNA interaction. Histone-lysine N-methyltransferase 2A (Homo sapiens), Q03164. MLL-CXXC / FITC-HOXA9 DNA fluorescence polarization. Potency, µM (series often up to 115 µM), without a hit: at the top dose activity change, negative = inhibition, most hits filed as inhibitors. 0.037% of 290,000 active; active = well fitted inhibition curve with a large enough effect in the polarisation, with a control signal flat, not every such curve was filed as active; inconclusive = small, poorly fitted or top-dose-only effect, or effect the other way, or a change in a side signal; inactive = no such curve, though single readings can be large or run the other way; the % refers to the polarisation
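Fluorescence polarization: 7 uM MLL-CXXC (stock) preincubated 5 min with compounds, then 50 nM fluorescein-HOX-A9 DNA (stock) added; 30 min ambient. Buffer 50 mM Tris-HCl pH 7.5, 50 mM NaCl, 1 mM DTT, 0.05% BSA.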
ELG1 genotox – qHTS screen for small molecules that induce genotoxicity in human embryonic kidney (HEK293T) cells expressing luciferase-tagged ELG1; HEK293T ELG1-luciferase reporter, luminescence, 16 h; Potency, µM (highest dose often 46 µM), without a hit: at the top dose activity change, positive = activation, hits mostly activators; 1.3% of 330,000 active; AID 504466, 2011; note: % of control where 0% means no effect; nearly all actives have a fitted effect of over 60% in size
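Quantitative HTS format in 1536-well plates. HEK293T ELG1-luciferase reporter cells receive test compound and are incubated 16 hr at 37 °C, 5% CO2; ONE-Glo added, 30 min room temperature, then luminescence read.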
RORg inh – qHTS for inhibitors of ROR gamma transcriptional activity; 5.4% of 310,000 active; Drosophila S2 Gal4-RORgamma UAS-luciferase reporter, 20 h; Potency, µM (series often up to 53.6 µM), without a hit: at the highest dose activity change, negative = inhibition, usual class: inhibitors; note: % is set by controls: 0 for no effect and ±100 for the full control effect; nearly all actives have a fitted effect of over 60% in size
Target sequence (P51450 whole entry, looked up, the tested form may be a part): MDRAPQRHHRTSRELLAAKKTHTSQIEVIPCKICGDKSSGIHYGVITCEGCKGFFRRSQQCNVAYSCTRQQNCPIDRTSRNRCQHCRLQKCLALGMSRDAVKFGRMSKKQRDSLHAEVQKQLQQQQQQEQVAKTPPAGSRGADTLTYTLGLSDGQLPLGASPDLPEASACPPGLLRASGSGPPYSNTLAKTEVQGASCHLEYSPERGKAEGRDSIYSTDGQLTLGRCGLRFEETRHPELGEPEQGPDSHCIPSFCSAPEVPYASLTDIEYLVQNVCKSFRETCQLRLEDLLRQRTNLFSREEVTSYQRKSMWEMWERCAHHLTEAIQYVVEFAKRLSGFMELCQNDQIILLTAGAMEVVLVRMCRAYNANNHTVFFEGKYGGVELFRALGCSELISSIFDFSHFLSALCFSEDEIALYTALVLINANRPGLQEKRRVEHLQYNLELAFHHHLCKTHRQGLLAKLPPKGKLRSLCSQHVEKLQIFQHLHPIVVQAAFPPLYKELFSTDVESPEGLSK
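ROR gamma transcriptional activity was tracked as Gal4-UAS luciferase output in stably transfected Drosophila Schneider cells, with compound added 1 hr before 700 uM copper sulfate induction and a 20 hr ambient-temperature incubation.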
BRCA1 expr act – qHTS Assay to Identify Small Molecule Activators of BRCA1 Expression. MCF7-BRCA1-FFLuc reporter, luminescence, 48 h; response scale: scaled: vehicle 0%, 10 µM genistein 100%. Potency, µM (doses to about 46.1 µM), for the others: top-dose activation, most hits filed as activators. 1.1% of 380,000 active. AID 624202, 2012; note: nearly all actives have a fitted effect of over 80% in size; some results filed as inactive show a strong effect at the top dose
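First, MCF7-BRCA1-FFLuc cells (2000/well) attach for 2 h; next, compounds are pin-added and incubated 48 h at 37 °C; finally, luciferase reagent is added and luminescence read after 15 min.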
VP16 counter – VP16 counterscreen qHTS for inhibitors of ROR gamma transcriptional activity; Drosophila S2 Gal4-VP16 UAS-luciferase, luminescence, 20 h; Potency, µM (doses to about 53.6 µM), for inactives: top-dose activity, negative = inhibition, actives largely listed as inhibitors; 3.5% of 310,000 active;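 note: Gal4-VP16 expression switched on by copper sulfate through the metallothionein promoter; % is set by controls: 0 for no effect and ±100 for the full control effect; nearly all actives have a fitted effect of over 50% in size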
MBNL1 CUG block – qHTS Assay for Inhibitors of MBNL1-poly(CUG) RNA binding; TR-FRET MBNL1-His/biotin-(CUG)12 binding, 665/545 ratio; Potency, µM (doses to about 57.5 µM), for the others: at the top dose activity change, negative = inhibition, actives largely listed as inhibitors; 0.036% of 280,000 active; active = well fitted inhibition curve with a large enough effect in the signal ratio, with a control signal flat, not every such curve was filed as active; inconclusive = small, poorly fitted or top-dose-only effect, or effect the other way, or a change in a side signal; inactive = no such curve, though single readings can be large or run the other way; the % refers to the signal ratio; note: % is set by controls: 0 for no effect and ±100 for the full control effect
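Compounds (final 92 nM to 58 uM) are added to His-tagged MBNL1 and biotin-(CUG)12, then terbium anti-His antibody and streptavidin-XL665 (5 nM final). After 60 min at room temperature, the 665/545 nm ratio is read.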
FLuc counter – qHTS profiling assay for firefly luciferase inhibitor/activator using purifed enzyme and Km concentrations of substrates (counterscreen for miR-21 project) | Luciferin 4-monooxygenase (Photinus pyralis), P08659 | purified FLuc, Km substrates, luminescence inhibition | Potency, µM (highest dose often 57.5 µM), for the others: at the top dose activity change, negative = inhibition, hits mostly inhibitors | 6.9% of 360,000 active | AID 588342, 2011;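 note: plate controls were vehicle for no effect and reference inhibitor for full effect; nearly all actives have a fitted effect of over 55% in size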
Target sequence (P08659 whole entry, looked up): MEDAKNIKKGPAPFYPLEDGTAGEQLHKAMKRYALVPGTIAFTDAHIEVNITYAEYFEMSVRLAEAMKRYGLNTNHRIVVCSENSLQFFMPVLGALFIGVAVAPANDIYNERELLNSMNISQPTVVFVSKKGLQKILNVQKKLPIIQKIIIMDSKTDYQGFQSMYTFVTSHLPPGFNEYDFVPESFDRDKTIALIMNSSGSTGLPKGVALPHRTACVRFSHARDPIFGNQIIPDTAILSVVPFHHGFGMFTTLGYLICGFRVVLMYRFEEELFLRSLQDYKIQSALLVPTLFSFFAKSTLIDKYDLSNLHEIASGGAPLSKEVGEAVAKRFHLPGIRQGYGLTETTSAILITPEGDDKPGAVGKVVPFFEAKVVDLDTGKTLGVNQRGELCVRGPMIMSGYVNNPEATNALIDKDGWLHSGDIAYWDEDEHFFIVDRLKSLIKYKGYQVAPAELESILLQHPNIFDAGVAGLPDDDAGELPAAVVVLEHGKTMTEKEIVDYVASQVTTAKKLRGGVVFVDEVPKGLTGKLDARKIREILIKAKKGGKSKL
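Purified P. pyralis luciferase, 10 nM final, with Km-level 10 uM D-luciferin and 10 uM ATP in 50 mM Tris acetate pH 7.5, 10 mM Mg acetate, 0.01% Tween-20, 0.05% BSA; 6-point qHTS titration about 60 µM downward; luminescence read.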
NPC1 prom act – qHTS Assay for NPC1 Promoter Activators. 2.4% of 320,000 active. Potency, µM (highest dose often 9.22 µM), for inactives: at the highest dose activation, usual class: activators. AID 485313, 2010. Huh7 NPC1 promoter luciferase reporter, 24 h;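 note: % of control where 0% means no effect; nearly all actives have a fitted effect of over 60% in size; reporter is driven by a mutant NPC1 promoter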
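Luciferase expression driven by the NPC1 promoter was measured in stably transfected Huh7 cells after a 24 h compound incubation, using a luciferase reagent and a luminescence read.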
uPA surface inh – qHTS for Inhibitors of Cell Surface uPA Generation | cell surface uPA generation assay, qHTS | Potency, µM (doses to about 38.3 µM), for the others: top-dose activity change, negative = inhibition, hits mostly inhibitors | 0.31% of 330,000 active | AID 540303, 2011; active = well fitted inhibition curve with a large enough effect; inconclusive = small, poorly fitted or top-dose-only effect; inactive = no such curve, though single readings can be large or run the other way; tested in mouse RAW 264.7 cells; note: % is set by controls: 0 for no effect and ±100 for the full control effect; nearly all actives have a fitted effect of over 55% in size
p53 reactivation – qHTS assay for re-activators of p53 using a Luc reporter; H1299 p53-A138V BP100-luciferase reporter, luminescence, 24 h; 0.063% of 320,000 active; Potency, µM (series often up to 92.2 µM), inactives show at the highest dose activity change, positive = activation, hits mostly activators; note: % of control where 0% means no effect; nearly all actives have a fitted effect of over 45% in size
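p53-null H1299 cells stably carrying temperature-sensitive p53-A138V and a BP100-luciferase reporter were pinned with compounds (4-point, 1:5 series) and held 24 hrs at 37 deg C. Luminescence was read 10 min after detection reagent.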
Rab9 promoter act – qHTS Assay for Rab9 Promoter Activators | Huh7 Rab9 promoter-luciferase reporter, luminescence, 24 h | 2.8% of 320,000 active | Potency, µM (doses to about 9.22 µM), for inactives: top-dose activation, negative = inhibition, most hits filed as activators; note: % of control where 0% means no effect; nearly all actives have a fitted effect of over 60% in size
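Luminescence from Amplite-detected luciferase (10 minutes, ambient) reports Rab9 promoter activation. Before that, stable Rab9-luciferase Huh7 cells (1500/well, reduced-serum OP-MEM I plus 10% FBS) were exposed to compound for 24 hours at 37C.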
An asterisk follows results filed as active; ? = inconclusive; nt = not tested or not shown; & = joins results of further samples; [ ] = dose if it differs, or a comment. Unless noted, calls come from the whole dose curve; as a rule, active = well fitted curve in the direction sought with a large enough effect; inconclusive = small, poorly fitted or top-dose-only effect, or another doubt; inactive = no such curve, though single readings can be large; an effect the other way counts as inactive or inconclusive. Potency is the fitted concentration of half-maximal effect. Only part of the results is shown (hit frequency here may not be typical).

Structure | CXXC DNA block | ELG1 genotox | RORg inh | BRCA1 expr act | VP16 counter | MBNL1 CUG block | FLuc counter | NPC1 prom act | uPA surface inh | p53 reactivation | Rab9 promoter act
CCc1nccn1S(=O)(=O)c1cc(OC)c(Cl)cc1OC | -0.9% | -3.8% | 6.2% | 14.6% | -8.8% | -9.2%[11.5 µM] | -1.9% | -1.6% | -0.6% | -16.0% | -1.7%
COCCCNC(=O)Cn1nc(-c2cccc(OC)c2)ccc1=O | -1.8% | 0.8% | -35.2% | -6.3% | -5.2% | 4.8% | 2.9% | -0.1% | 1.0% | 8.9% | -0.5%
COc1cc(C2Nc3cc(C)c(C)cc3NC3=C2C(=O)CC(C)(C)C3)ccc1OC(C)=O (configuration not stated) | -0.4% | 4.8% | 6.8% | -17.5% | 7.8% | 6.2% | 0.6% | -0.4% | -3.8% | -0.1% | 9.3%
COc1ccc(S(=O)(=O)Nc2ccccc2C(N)=O)cc1OC | 0.5% | 2.1% | 16.6% | 0.6% | -9.7% | -8.6% | -6.2% | -1.9% | 2.7% | 4.0% | -5.3%
COc1ccc(OC)c(N(CC(=O)N2CCN(Cc3ccccc3)CC2)S(C)(=O)=O)c1 | 6.4% | 2.8% | -10.6% | -2.2% | 2.7% | -4.6% | 6.6% | 0.2% | -6.1% | nt | -0.7%
COc1ccc(NC(=O)CC2C(=O)N(C)C(=S)N2Cc2ccco2)cc1 (configuration not stated) | 8.6% | -0.1% | 18.9%[10 µM] | -20.1% | -8.7% | nt | 0.5% | -3.8% | 3.1% | 2.7% | 1.0%
CCN(CC)c1ccc(/C=C/c2cc(-c3ccccc3)c3ccccc3n2)cc1 | ? | -1.5% | -38.4% | -27.0% | 1.3% | 37.6%[activator] | ? | -6.7% | -6.6% | 0.0% | -4.3%
O=S(=O)(Nc1nc2ccccc2nc1NCC1CCCO1)c1ccccc1 (configuration not stated) | -11.7% | 0.5% | 15.0% | -5.2% | -6.0% | 8.4% | 0.2% | -2.4% | -3.5% | 1.0% | -3.9%
COc1cccc(-c2nc(CS(=O)(=O)CC(=O)Nc3cccc(C(C)=O)c3)c(C)o2)c1 | 13.1% | -3.3% | 7.5% | -5.1% | -5.1% | 0.7% | 4.9%&-14.5% | 1.0% | 1.4% | -12.7% | 1.8%
O=C(/C=N/NC(=O)c1ccc(Cl)cc1Cl)c1ccccc1 | -8.0% | 11.8% | ? | ? | -71.5% | ? | 2.69µM* | 21.1% | -1.2% | 21.6% | ?
O=C(CCC1CCCC1)Nc1cccn(Cc2ccccc2Br)c1=O | 6.2% | -2.9% | ? | 12.8% | -6.5% | 2.2% | ? | 2.7% | -4.8% | -9.3% | -2.5%
O=C(c1ccccc1)N1CCN(C2CC3CCC2C3)CC1 (configuration not stated) | -0.7% | -2.4% | -5.6% | -0.7% | -2.1% | -4.2% | 4.1% | 9.8% | 5.2% | -1.3% | -7.2%
O=C(OCCCc1cc2ccccc2c(=O)o1)c1ccccc1C(F)(F)F | nt | 1.6% | nt | -4.2% | nt | nt | -9.8% | 0.4% | 19.3% | 15.0% | -2.4%
O=C(NCC(=O)N(c1ccc(F)cc1)C(C(=O)NC1CCCC1)c1cccnc1)c1cccs1 (configuration not stated) | 9.7% | 0.3% | 5.8% | 10.5% | -7.7% | -0.5% | 6.4% | -4.4% | 0.6% | -2.1% | -2.3%
CCc1nnc(NC(=O)c2cc(S(=O)(=O)N3CCOCC3)ccc2N2CCCCC2)s1 | -4.1% | 3.1% | -2.8% | -36.1% | 1.3% | -4.9% | -0.5% | 0.1% | 5.0% | -6.1% | 17.2%
NC(=O)CCCc1nc(-c2ccccc2)no1 | 2.0% | 2.8% | -1.2% | 24.5% | -14.1% | nt | 1.0% | 2.5% | 0.3% | -2.5% | 11.3%
CCOc1cc(-c2cc(-c3ccc(OC)cc3)nc(N)c2C#N)ccc1O | 7.3% | -1.4% | -1.8% | -76.0% | -0.5% | 43.5%[activator] | -17.7% | 0.3% | -7.5% | 0.6% | 6.6%
COC(=O)c1cc(Cl)c(NC(=O)Cc2ccccc2)cc1OC | 14.9% | 3.1% | 20.7% | -15.8% | -18.9% | -1.0% | 2.1% | -0.1% | -4.4% | -0.9% | -25.1%
Cc1ccc(NC(=S)N/N=C/c2ccc(Cl)c([N+](=O)[O-])c2)cc1 | -0.8% | 2.4% | 17.8µM* | -78.5% | ? | -4.8% | 0.1% | 1.1% | -4.1% | 11.0% | 3.0%
Cc1nccn1CCC1CCCCN1C(=O)CCc1nnc(-c2ccsc2)o1 (configuration not stated) | -5.1% | 1.9% | 0.7% | 17.8% | 1.7% | -9.2% | 0.0% | -2.3% | 3.1% | -0.1% | 9.7%
O=C(Nc1cc2c3c(c1)CC(=O)N3CCC2)c1ccccc1C(F)(F)F | nt | 4.4% | nt | -15.5% | nt | nt | 1.8% | -7.4% | 8.9% | -3.2% | -1.3%
CC(=O)c1cn(CC(=O)NCC2CCCO2)c2ccccc12 (configuration not stated) | -7.4% | -4.1% | 2.7% | -27.2% | 3.1% | 8.5% | 9.7% | 0.1% | -2.5% | 10.6% | -4.7%
CC(=O)Nc1c(O)c2ccccc2[nH]c1=O | 2.3% | 2.0% | 2.6% | 0.0% | -12.9% | -9.1% | -1.1% | -2.2% | -0.5% | 5.5% | -4.1%
COc1cccc(C(=O)Nc2ccncc2)c1OC | -3.3% | -1.9% | 3.8%[1.91 µM] | -24.6% | -9.8% | -3.3% | -8.7% | -4.3% | -15.7% | nt | -6.1%
Cc1cccc(C)c1NC(=O)C(c1ccccc1)N1CCOCC1 (configuration not stated) | -13.9% | -8.1% | -9.3% | -6.2% | -0.7% | 5.4% | 4.5% | -3.6% | -3.8% | -11.2% | -10.4%
CC1CCc2[nH]c3ccc(C(=O)N4CCCC(C(F)(F)F)C4)cc3c2C1 (configuration not stated) | nt | -7.8% | nt | -73.9% | nt | nt | -1.0% | -1.3% | 7.2% | -1.6% | 3.2%
COc1cccc(CNC(=O)C2CCN(S(=O)(=O)c3c(C)nn(C)c3C)CC2)c1 | -12.0% | 0.9% | 1.1% | -3.0% | 5.7% | -2.3% | 0.3% | -0.9% | -12.1% | 0.5% | -4.7%
COc1cccc(CNC(=O)CCC(=O)N2CCOCC2)c1 | nt | -0.4% | nt | 12.7% | nt | nt | -0.6% | -0.1% | -8.5% | -3.3% | -0.6%
CS(=O)(=O)N(CC(=O)NCc1ccccc1Cl)C1CCCCC1 | -6.8% | -3.7% | ? | 4.9% | -5.1% | -1.9%[11.5 µM] | 1.4% | -3.4% | 4.7% | ? | -4.0%
COC(=O)c1ccc(NC(=S)N2CCN(Cc3ccc(Cl)cc3)CC2)cc1 | -5.8% | -5.7% | ? | 3.9% | -27.0% | 0.0% | -0.9% | -2.4% | nt | 2.1% | 1.2%
Cc1ccc(N=Cc2sc(O)c3ccccc23)c(C)c1 | ? | 11.1% | ? | 3.16µM* | -15.1% | ? | ? | ? | -5.9% | 7.0% | 1µM*
O=[N+]([O-])c1ccc(OCCn2cnc3ccccc32)cc1 | 13.1% | -9.0% | 8.0% | 0.9% | 5.7% | ? | -0.2% | -5.7% | -2.9% | -5.3% | -3.5%
CCOC(=O)N1CCC(NC(=O)Cc2ccccc2)CC1 | -8.2% | 1.4% | -0.6% | 8.2% | -4.3% | -5.8% | -1.5% | -0.3% | -5.7% | ? | 0.0%

Sorted by value in Rab9 promoter act (lowest first): some entries from above
| smiles | Rab9 promoter act |
| --- | --- |
| CCN(CC)c1ccc(/C=C/c2cc(-c3ccccc3)c3ccccc3n2)cc1 | -4.3% |
| CS(=O)(=O)N(CC(=O)NCc1ccccc1Cl)C1CCCCC1 | -4.0% |
| COc1cccc(CNC(=O)CCC(=O)N2CCOCC2)c1 | -0.6% |
